OPRM1-OPRD1 ag: agonists of OPRM1-OPRD1 heterodimerization, primary screen, cell-based, luminescence | cells | activation, % at 9.3 µM | 0.3% of 340,000 active; in the data active = activation above about 18%;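 note: 0% = vehicle-treated cells and 100% = reference agonist; values of inactives mirror those of a sister screen read the other way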
Target sequence (P35372 whole entry, looked up): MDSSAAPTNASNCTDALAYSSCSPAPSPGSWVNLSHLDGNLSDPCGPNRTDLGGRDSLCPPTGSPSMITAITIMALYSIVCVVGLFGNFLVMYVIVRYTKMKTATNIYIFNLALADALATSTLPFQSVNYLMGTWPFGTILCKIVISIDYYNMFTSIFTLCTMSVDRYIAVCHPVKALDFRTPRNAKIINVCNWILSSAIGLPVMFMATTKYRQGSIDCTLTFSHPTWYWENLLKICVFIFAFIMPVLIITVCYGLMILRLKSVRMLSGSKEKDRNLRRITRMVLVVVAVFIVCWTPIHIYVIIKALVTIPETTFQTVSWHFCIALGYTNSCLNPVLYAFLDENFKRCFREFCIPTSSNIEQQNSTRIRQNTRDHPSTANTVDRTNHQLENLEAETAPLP
Target sequence (P41143 whole entry, looked up): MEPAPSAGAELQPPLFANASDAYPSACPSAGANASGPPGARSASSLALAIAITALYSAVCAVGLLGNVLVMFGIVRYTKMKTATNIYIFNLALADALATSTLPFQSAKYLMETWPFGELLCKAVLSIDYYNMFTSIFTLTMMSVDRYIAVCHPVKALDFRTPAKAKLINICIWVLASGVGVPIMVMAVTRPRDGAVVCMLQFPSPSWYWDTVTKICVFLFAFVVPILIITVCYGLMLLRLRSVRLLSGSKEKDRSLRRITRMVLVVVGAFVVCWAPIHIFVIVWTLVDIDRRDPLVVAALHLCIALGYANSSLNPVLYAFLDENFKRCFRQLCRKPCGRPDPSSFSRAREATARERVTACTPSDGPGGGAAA
PfHsp90 yeast 2: growth inhibition of PfHsp90-expressing yeast, primary screen, antimalarial PfHsp90 inhibitor project, S. cerevisiae, BacTiter-Glo luminescence, single point, set 2; BacTiter-Glo ATP, 48 h; yeast lacking PDR1 and PDR3 efflux regulators; inhibition, % at 9.4 µM; 0.32% of 310,000 active; AID 504621, 2011;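 active = every replicate shows inhibition above about 80%, whatever the replicate mean, limit read from the data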;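 note: 0% = DMSO neutral controls and 100% = 20 µM radicicol positive controls; yeast relying on Plasmodium falciparum Hsp90 in place of its own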
E coli growth: E. coli V3065 growth inhibition, primary screen, counter-screen for AddAB inhibitor project, absorbance, OD600; 18 h; inhibition, % at 11.9 µM; 0.27% of 330,000 active; AID 449728, 2010;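 active = inhibition above the campaign's mean inhibition across all tested compounds plus 3 SD, cut at about 9.9% in these data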;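 note: uninfected addAB+ strain grown without phage in ampicillin broth; 0% = DMSO wells and 100% = ciprofloxacin 0.95 µg/ml wells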
HTR5A inv ctr: HTR5A inverse agonists in luminescence cell assay, primary screen, counter-screen for OPRM1-OPRD1 heterodimer inverse agonist project, full-deck HTS. HTR5A cell line, inverse agonism. 0.083% of 340,000 active. 5-hydroxytryptamine receptor 5A (Homo sapiens), P47898. AID 504634, 2011. inhibition, % at 9.3 µM; in the data active = inhibition mostly above about 23%, no sharp cut-off; inactive = mostly below about 18%;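 note: 0% = cells with DMSO and 100% = no-cell wells with DMSO; some compounds called inactive have numbers as strong as hits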
PKA-R2B act: activators of PKA-R2B holoenzyme, primary screen, biochemical, fluorescence polarization, Cy5-IP20, human; cAMP-dependent protein kinase catalytic subunit beta (Homo sapiens) + cAMP-dependent …; PKA-R2B holoenzyme dissociation; R2B truncated from residue 108, S112A mutant; 0% DMSO only, 100% 113 µM cGMP; activation, % at 11.4 µM; 0.079% of 340,000 active; AID 504700, 2011;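 active = activation above a cutoff set at the mean over all compounds plus 3 SD, cut at about 18% in these data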;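 note: higher means more holoenzyme dissociation and a rise in polarization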
SUMO Mot1 rescue: yeast Mot1-301 growth rescue at high temperature, primary screen, SUMOylation pathway inhibitor project, S. cerevisiae, ATP luminescence, 38.5C. S. cerevisiae Mot1-301 growth rescue; percent above DMSO median, 100 means doubled. growth rescue, % at 18.8 µM. 1% of 320,000 active. AID 2716, 2010;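 active = every valid replicate shows activation above 250% relative to neutral control wells; inactive = the rest, any valid replicate at or below 250%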;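 note: OY570 slx delta 5 strain wells were the positive control but not used for scaling; some compounds called inactive have numbers as strong as hits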
PKA-R1A act: activators of PKA-R1A holoenzyme, primary screen, biochemical, fluorescence polarization, Cy5-IP20, bovine R1A, mouse PKAc; cAMP-dependent protein kinase type I-alpha regulatory subunit (Bos taurus) + …; PKA-R1A dissociation; scaled: DMSO 0%, 113 µM cGMP 100%; activation, % at 11.4 µM; 0.083% of 340,000 active;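 active = percent activation above the mean of all tested compounds plus 3 SD, cut at about 19% in these data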;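 note: higher means more PKAc released from R1A so a rise in polarization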
phage Ecoli inh: growth loss of phage-infected E. coli, primary screen, RecBCD inhibitor project, absorbance, with phage, HTS; inhibition, % at 11.9 µM; AID 651602, 2012; 0.26% of 360,000 active; in the data active = inhibition above about 11%
Tat transport: E. coli Tat export inhibitors, primary screen, MC4100, TorA-mCherry reporter, fluorescence, single point | AID 488895, 2010 | inhibition, % at 10 µM | 0.036% of 340,000 active;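 active = mean replicate inhibition at least 50% and at least half of replicates individually reaching 50%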;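 note: exported cargo escapes ClpAP degradation while cytoplasmic cargo is degraded and loses fluorescence; 0% = median of neutral control wells and 100% = median of NaSCN control wells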
MOR-DOR inv ag: inverse agonists of MOR-DOR heterodimerization, primary screen, cell-based, luminescence; 0.21% of 340,000 active; inhibition, % at 9.3 µM; Mu-type opioid receptor (Homo sapiens) + Delta-type opioid receptor (Homo sapiens), …; cell-based MOR-DOR heterodimer luminescence, inverse agonism; in the data active = inhibition above about 22%, passing the limit was not always enough;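 note: 0% = cells with DMSO and 100% = wells without cells with DMSO; values of inactives mirror those of a sister screen read the other way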
AddAB inh: growth inhibition of E. coli expressing H. pylori AddAB, primary screen, AddAB inhibitor project, absorbance; inhibition, % at 11.9 µM; 0.29% of 330,000 active; AID 435030, 2010; in the data active = inhibition above about 12%;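 note: 0% = vehicle wells of infected cells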
Numbers without * were called inactive; x = not tested or not shown. No enrichment for hits; 2.2% or so of the library scored in one or more.

SMILES | OPRM1-OPRD1 ag | PfHsp90 yeast 2 | E coli growth | HTR5A inv ctr | PKA-R2B act | SUMO Mot1 rescue | PKA-R1A act | phage Ecoli inh | Tat transport | MOR-DOR inv ag | AddAB inh
O=C1CC/C=C\C[C@@H](CC(=O)N(CCO)Cc2ccccc2)C(=O)N[C@H](Cc2ccccc2)CO1 | -1.3 | -10 | 1.1 | 12 | 0 | -31 | 3 | 3.2 | 6 | 7 | 3.2
CCOCCCNC(=O)C(c1ccc(C)cc1)N(Cc1ccc2c(c1)OCO2)C(=O)CNC(C)=O (stereo unspecified) | 0.1 | 5 | -0.1 | -4 | 4 | -6 | -9 | -1.3 | -1 | -1 | -1.5
Clc1ccc(-c2nnc(-c3ccccc3Cl)o2)cc1 | 2.6 | -12 | -2.9 | -9 | -13 | 15 | 6 | 1.7 | -2 | -15 | -0.7
CC1Cc2ccccc2N1C(=O)c1cc2sccc2n1Cc1ccccc1 (stereo unspecified) | 5.2 | -17 | -0.9 | -2 | 0 | -28 | -1 | -2.5 | 1 | -27 | 1.4
Cn1c(Cc2nc(-c3cnccn3)no2)nnc1SCC(=O)Nc1ccccc1 | -1.7 | -10 | 0.7 | 8 | 8 | 14 | 8 | 1.0 | -5 | 9 | 0.9
CN1CCN(C(=O)c2cnn3c(C(F)(F)F)cc(-c4cccs4)nc23)CC1 | 1.3 | 16 | 1.4 | -4 | 5 | -5 | 4 | -0.3 | 7 | -8 | 3.6
S=C(NCCc1ccccc1)NC1CC2CCC(C1)N2Cc1ccccc1 (stereo unspecified) | 4.1 | -16 | 4.3 | 4 | -9 | 332 | -8 | 5.2 | 18 | -23 | 5.6
O=C(Cc1c(Cl)cccc1Cl)N1CCN(S(=O)(=O)c2cccs2)CC1 | 3.2 | 4 | -1.2 | -5 | 7 | -8 | 2 | 0.9 | -2 | -12 | 1.3
CC(C)c1ccc(N(CC(=O)NC2CCCCC2)C(=O)CCC(=O)Nc2ccccn2)cc1 | -0.7 | 8 | -1.8 | 4 | 11 | 15 | -2 | 3.0 | -2 | 4 | 0.3
CN(C)C=Nc1nonc1-c1ncn[nH]1 | -1.1 | 0 | -1.4 | -6 | -3 | -8 | 0 | 1.5 | -4 | 5 | 0.6
Cc1ccc(NC(=S)NCCc2ccccc2)c(C)c1 | -2.0 | 15 | -0.1 | 4 | -1 | -13 | -5 | 1.4 | 7 | 10 | 0.7
CN(CC(=O)Nc1ccccc1Cl)C(=O)CN1C(=O)C2CCCCC2C1=O (stereo unspecified) | -2.6 | -10 | 0.2 | 20 | -5 | 38 | -15 | 1.1 | -4 | 13 | 4.7
O=S(=O)(NCCc1cn2ccccc2n1)c1cccs1 | -0.6 | 13 | -0.4 | -17 | -7 | 0 | -2 | 4.5 | -3 | 4 | 2.2
O=C(CSc1nnnn1-c1ccc(Cl)cc1)Nc1cccnc1Cl | -1.4 | -24 | -0.5 | -12 | -5 | -16 | -2 | 3.1 | -2 | 7 | 1.9
Cc1ccc(CNC(=O)CSc2c3c(nc4ccc(Cl)cc24)CCCC3)o1 | -1.7 | 12 | -3.2 | -1 | -9 | x | -3 | 0.8 | 3 | 9 | 2.8
COc1ccc(-c2cc(C(F)(F)F)c(C#N)c(SCC(=O)Nc3ccc(C)cc3)n2)cc1 | -1.8 | -19 | -2.2 | -17 | -5 | 167 | -5 | -1.9 | -3 | 10 | -1.6
Cc1cc2oc(C(=O)N(Cc3ccco3)C3CCS(=O)(=O)C3)cc(=O)c2cc1Cl (stereo unspecified) | -3.2 | 19 | -0.4 | 7 | 4 | -6 | -1 | 1.4 | 3 | 16 | -0.3
CCc1ccc(CN(C)C(=O)c2cc(S(=O)(=O)N3CCN(CC)CC3)ccc2Cl)cc1 | 0.7 | 2 | -1.3 | -1 | -9 | -4 | -3 | 2.4 | 2 | -5 | -0.2
COc1cccc(N2CCN(C(=O)c3ccc(N4C(=O)NC5CC4(C)Oc4ccccc45)cc3)CC2)c1 (stereo unspecified) | -2.1 | -3 | -1.1 | 6 | -8 | 266 | 0 | 1.9 | 9 | 12 | -0.8
NC(=O)c1ccc(-n2nnnc2SCc2ccccc2)cc1 | -1.2 | 11 | 3.5 | -13 | -13 | 347 | -13 | 0.0 | 6 | 7 | 0.8
COC(=O)C1=C(CSc2nncn2C)NC(=O)NC1c1cc(C)ccc1C (stereo unspecified) | 1.1 | 40 | -2.3 | -22 | 5 | -2 | 6 | 2.7 | -5 | -5 | 3.2
CCC(C)OC(=O)c1[nH]c2c(c1C)C(=O)CC(c1ccc(N(C)C)cc1)C2 (stereo unspecified) | 2.5 | -10 | 2.4 | 10 | 3 | 61 | 0 | 3.5 | -3 | -12 | 3.6
O=C(c1cc2ccccc2o1)N1CCC(N2CCC(C(=O)N3CCCC3)CC2)CC1 | -1.2 | 5 | -1.2 | -6 | 5 | -5 | 0 | 5.0 | 17 | 6 | 2.9
COc1ccc(C(=O)Nc2ccc(SC(F)F)cc2)cc1 | 3.3 | -3 | 3.6 | 5 | -7 | 12 | -10 | 3.5 | -2 | -17 | 8.6
COc1cc(OC)cc(-n2nnnc2SCC(=O)NCc2cccs2)c1 | -1.1 | -3 | 1.2 | 7 | -7 | -1 | -11 | -0.9 | 5 | 5 | 2.6
NS(=O)(=O)c1ccc(NC(=O)/C=C/c2ccccc2[N+](=O)[O-])cc1 | -1.3 | -3 | 2.3 | 7 | 7 | 1 | 7 | 4.1 | -1 | 7 | 5.8
CC1CCc2nc(NC(=O)C3COc4ccccc4O3)sc2C1 (stereo unspecified) | 4.5 | -2 | 0.1 | -26 | 8 | -21 | 3 | 2.6 | -18 | -27 | 0.8
Cc1cc(C(=O)OCC(=O)NC2CCS(=O)(=O)C2)c(C)n1-c1ccccc1 (stereo unspecified) | -0.1 | x | -0.2 | -14 | -2 | -8 | 1 | 3.2 | -7 | 0 | -1.7
O=C(O)c1cc2c(o1)CCC/C2=N\O | 0.7 | 6 | -0.2 | 22 | 10 | 2 | 2 | 1.8 | -8 | -4 | -0.6
CCOC(=O)NCc1ccc(S(=O)(=O)Nc2ccccc2C)cc1 | 0.7 | -28 | 2.2 | 2 | -14 | 4 | 11 | 1.9 | 0 | -3 | 0.8
Brc1ccc(-c2nn[nH]n2)cc1 | -1.2 | 3 | 2.1 | -14 | -14 | -7 | 6 | 2.8 | -1 | 6 | 2.2
Cc1cccc(NC(=O)CSc2nc(N)c(NC(=O)c3cccs3)c(=O)[nH]2)c1 | 2.7 | -2 | 1.2 | -35 | -4 | -10 | -5 | 4.5 | -5 | -16 | 1.6
O=C(Nc1ccc(F)cc1)Nc1nnc(-c2ccco2)s1 | 7.0 | 6 | 3.1 | -31 | 0 | -4 | -2 | 6.4 | 4 | -38 | 2.5
CC(O)CNc1nc2c(c(=O)n(C)c(=O)n2C)n1C/C=C/c1ccccc1 (stereo unspecified) | 2.9 | -7 | -1.6 | 3 | 0 | -7 | 6 | 0.2 | -4 | -18 | 0.4
CC(C)(C)NC(=O)Nc1cccc(Cl)c1Cl | -2.5 | -18 | 3.4 | 3 | 7 | -9 | 1 | 3.0 | 1 | 12 | 3.2
CCOc1ccc(S(=O)(=O)N2CN3CCN(C3)C2)cc1 | -1.7 | 0 | 0.7 | -14 | -11 | 8 | 11 | -0.4 | 1 | 9 | -0.8
Cc1cccn2c(=O)c3cc(C(=O)NC4CCS(=O)(=O)C4)n(Cc4ccccc4)c3nc12 (stereo unspecified) | -0.5 | 13 | -0.2 | -4 | -1 | 4 | -4 | 0.2 | -5 | 2 | -1.0
CC(C)NC(=O)c1nc2c(nnn2Cc2cccc(Cl)c2)c(=O)[nH]1 | -2.5 | 12 | -2.1 | -26 | -7 | -9 | 2 | 1.2 | 9 | 13 | 2.0
CCN(C(=O)COC(=O)c1c(C)nn(-c2ccccc2)c1C)C1CCS(=O)(=O)C1 (stereo unspecified) | -2.7 | 19 | -1.0 | -6 | 1 | 0 | -9 | 1.1 | -6 | 13 | 2.8
COC(=O)c1ccccc1NC(=O)c1c(Br)cnn1C | -0.7 | 3 | 1.5 | 6 | 16 | -1 | 3 | 4.5 | 4 | 4 | 2.7
O=C1N=c2ccccc2=C1c1sc(=S)n(CC2CCCO2)c1O (stereo unspecified) | 8.8 | 1 | -2.9 | -10 | -7 | x | 2 | 0.7 | 2 | -43 | -1.0
Cc1ccc(CNC(=O)C2CCN(c3nnc(N4CCCC4=O)s3)CC2)cc1 | -0.7 | 10 | -1.5 | 8 | 4 | 5 | -4 | 3.3 | -2 | 4 | -1.2
COc1cccc(NC(=O)CSc2nnc(Cc3ccc(OC)c(OC)c3)o2)c1 | 0.4 | 24 | 0.5 | -4 | -4 | -13 | -3 | 0.9 | -1 | -2 | -3.9
CCNC(=O)NC(=O)C(C)OC(=O)c1oc2ccccc2c1CSC1CCCCC1 (stereo unspecified) | -2.9 | -2 | 0.4 | 2 | -9 | 14 | -12 | 3.9 | -5 | 15 | 0.9
COc1cc(OC)c(NC(=O)CS(=O)(=O)Cc2nc(-c3ccc(C)cc3)oc2C)cc1Cl | -1.1 | 2 | -0.1 | 5 | -2 | 10 | -2 | 2.0 | -7 | 6 | 1.8
COc1ccc(C2CC(=O)C3=C(C2)Nc2ccccc2NC3c2coc3ccccc3c2=O)cc1OC (stereo unspecified) | -1.0 | -3 | -1.2 | 2 | 5 | -23 | -13 | 1.9 | 28 | 6 | -2.6
Cc1ccc(S(=O)(=O)NCCN2CCOCC2)c(C)c1 | -2.6 | 17 | -1.1 | -11 | -5 | 10 | 2 | 1.4 | 3 | 12 | 2.2
O=C(NCCc1ccccn1)c1cc(-c2ccc(Cl)cc2)nc2ccccc12 | 0.8 | 14 | 0.0 | -2 | 3 | 69 | -6 | 0.6 | -6 | -5 | 3.7
Cc1nn2cc(-c3ncc(C(F)(F)F)cc3Cl)cnc2c1Br | x | -29 | 1.1 | x | x | -26 | x | 3.6 | -2 | x | 2.9
COc1ccc(C(C)=O)cc1COC(=O)CNC(=O)C1CCCCC1 | -4.3 | -6 | 0.6 | 0 | -8 | 9 | 3 | 2.7 | -11 | 21 | -0.4
O=C(Cc1n[nH]c(=O)[nH]c1=O)N/N=C/c1c(O)ccc2ccccc12 | -4.8 | 1 | -1.2 | -40 | 2 | -18 | -9 | 2.0 | -2 | 22 | -1.5
